influenza NS1A = H1N1 influenza NS1A inhibitors, functional cell based assay (AID 504329) | inhibition, % at 12.5 µM, or IC50 in µM where a hit was titrated | 0.3% of 340,000 active | NS1A functional cell-based assay, percent inhibition; higher % means a stronger effect; in the data active = a potency from the dose series; inconclusive = inhibition above about 27% without an active follow-up result; note: strong numbers were not always called active
M. tuberculosis = growth inhibition of non-replicating M. tuberculosis (AID 488890); 0.39% of 320,000 active; inhibition, % at 25 µM, or IC50 in µM where a hit was titrated; Mycobacterium tuberculosis non-replicating, growth inhibition; higher % means a stronger effect; in the data active = a potency from the dose series; inconclusive = inhibition mostly from about 82% at the one dose, without a potency; inactive = the rest, 99 in 100 with inhibition below about 76%;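 note: plate controls were DMSO cells for no effect and high antibiotic wells for full effect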
inhibitors of VEEV = inhibitors of VEEV TC-83 cytopathic effect, confirmation, Vero cells (AID 588727). Vero cells, VEEV TC-83 cytopathic effect inhibition; higher % means a stronger effect. one-dose inhibition, % at 20 µM; IC50 in µM for titrated hits. 0.13% of 350,000 active; in the data active = a potency from the dose series; inconclusive = inhibition mostly from about 14% at the one dose, without a potency; inactive = the rest, 99 in 100 with inhibition below about 12%; note: strong numbers were not always called active
Salmonella PhoP GFP = PhoP regulon inhibitors, Salmonella typhi PhoP promoter GFP reporter, confirmatory (AID 1850) | Salmonella Typhi PhoP-promoter GFP reporter, fluorescence, 4 h; higher % means a stronger effect | inhibition, % at 50 µM; hits with a dose series show IC50 in µM | 0.33% of 310,000 active; in the data active = a potency from the dose series; inconclusive = inhibition mostly from about 25% at the one dose, without a potency; inactive = the rest, 99 in 100 with inhibition below about 19%;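 note: 0% = induced wells with vehicle and 100% = uninduced wells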
H37Rv inhibition = M. tuberculosis growth inhibition, HTS (AID 449762); M. tuberculosis H37Rv growth inhibition, 7H9 media; higher % means a stronger effect; inhibition, % at 25 µM, or IC50 in µM where a hit was titrated; 0.59% of 330,000 active; in the data active = a potency from the dose series; inconclusive = inhibition above about 70% without an active follow-up result;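 note: bacterial growth assessed after seven days of incubation; strong numbers were not always called active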
The depositor's hits bear a star; i = inactive; u = inconclusive; x = no result given.

The line under a structure holds: influenza NS1A	M. tuberculosis	inhibitors of VEEV	Salmonella PhoP GFP	H37Rv inhibition
1	S=C(NCCCCNC(=S)NCc1ccccc1)NCc1ccccc1
    2%	43%	0.8%	8%	-7%
2	CC(C1CCN(Cc2cn(C)nc2-c2cccc(Cl)c2)CC1)N1CCOCC1 (stereo not given)
    9%	0%	0.2%	3%	-6%
3	Cc1c(Cl)cccc1NC(=O)Nc1c(C)n(C)n(-c2ccccc2)c1=O
    -7%	-1%	1.6%	-3%	-3%
4	COC(=O)c1ccc(NC(=O)Cn2c(-c3nonc3N)nc3ccccc32)cc1
    6%	5%	2.0%	-7%	6%
5	Cc1ccc(N2C(=O)C(CN3CCCC3)C2c2ccccc2)cc1 (stereo not given)
    4%	36%	1.3%	0%	-1%
6	CC(C)NC(=O)CCCc1c[nH]c2ccccc12
    3%	23%	1.8%	-16%	4%
7	O=C(Nc1ccccn1)c1cc2ccccc2cc1O
    -11%	-1%	8.0%	13%	11%
8	CCOC(=O)N1CCC(N2C(=O)c3ccccc3C2Nc2cc(C(=O)OC)cc(C(=O)OC)c2)CC1 (stereo not given)
    5%	51%	3.3%	7%	-5%
9	CCCCNc1ccc2c3c(cccc13)C(=O)N(CCCC)C2=O
    -17%	x	3.1%	x	x
10	CN(C(=O)c1cccc(NC(=O)Cc2ccc(NC(=O)C3CCCN(C(=O)C4CCCC4)C3)cc2)c1)C1CC1 (stereo not given)
    -15%	x	0.3%	x	x
11	Cc1cccc(N2C(=O)c3ccccc3C2=O)n1
    1%	-13%	0.1%	-9%	5%
12	O=C(NC1CC1)c1cccc(NC(=O)C2CCCC2)c1
    -4%	x	i	x	x
13	O=C(NCc1cccc(C(F)(F)F)c1)c1cccc2c1C(=O)c1ccc(N3CCC(Cc4ccccc4)CC3)cc1S2(=O)=O
    -19%	36%	2.5%	x	-4%
14	CC1(C)Cc2c(C#N)c(SCCC#N)nc(N3CCOCC3)c2CS1
    -7%	6%	5.5%	1%	-13%
15	Cc1[nH]c(-c2ccc(F)cc2)cc1C(=O)N1CCN(c2cccc(Cl)c2)CC1
    -17%	3%	0.4%	9%	7%
16	CN(C)S(=O)(=O)c1ccc(Cl)c(C(=O)Nc2ccccc2[N+](=O)[O-])c1
    1%	-22%	2.8%	-1%	3%
17	OC(CN1CCCCC1)Cn1c2ccccc2c2cc(Br)ccc21 (stereo not given)
    20%	79%	5.1%	70µM*	u
18	COc1ccccc1C(CNC(=O)COc1ccccc1C)N1CCCC1 (stereo not given)
    11%	18%	1.7%	-8%	2%
19	COC(=O)c1ccc(C(=O)OC)c(NC(=S)N2CCOCC2)c1
    -3%	10%	2.2%	-3%	5%
20	Cc1oc(-c2ccccc2Cl)nc1CSCC(=O)NC1CC1
    -9%	-2%	i	1%	-14%
21	COc1ccc(CCN2CC(C(=O)NCCc3cn[nH]c3)CCC2=O)cc1 (stereo not given)
    -19%	-3%	i	-14%	9%
22	Cc1cc(Nc2ccc(F)cc2F)n2ncnc2n1
    -3%	8%	i	-7%	0%
23	O=C1/C(=C\c2ccc3c(c2)OCO3)CCC/C1=C/c1ccc2c(c1)OCO2
    -9%	18%	0.2%	7%	2%
24	Cn1cc(C(C[N+](=O)[O-])c2ccccc2)c2ccccc21 (stereo not given)
    1%	10%	4.9%	-3%	0%
25	NC(N)=S
    0%	-7%	0.6%	x	-6%
26	CCOC(=O)C1(Cc2ccc(Cl)cc2)CCN(C(=O)c2sc(C)nc2C)CC1
    9%	-7%	1.1%	4%	0%
27	Cc1ccc(SCC(=O)N(C)C2CCS(=O)(=O)C2)cc1 (stereo not given)
    4%	-2%	i	-7%	-6%
28	CCCc1cc(=O)[nH]c(Nc2ccc3c(c2)OCCO3)n1
    -1%	2%	1.3%	-2%	-4%
29	Nn1c(-c2cccc(O)c2)nnc1-c1cccc(O)c1
    0%	x	0.6%	x	x
30	COCCCn1c(=NC(C)=O)c(C#N)cc2c(=O)n3cccc(C)c3nc21
    x	-4%	0.9%	-9%	6%

Ordered by heavy-atom count (rising): part of the list above
The line under a structure holds: influenza NS1A	M. tuberculosis	inhibitors of VEEV	Salmonella PhoP GFP	H37Rv inhibition
19	COC(=O)c1ccc(C(=O)OC)c(NC(=S)N2CCOCC2)c1
    -3%	10%	2.2%	-3%	5%
16	CN(C)S(=O)(=O)c1ccc(Cl)c(C(=O)Nc2ccccc2[N+](=O)[O-])c1
    1%	-22%	2.8%	-1%	3%
23	O=C1/C(=C\c2ccc3c(c2)OCO3)CCC/C1=C/c1ccc2c(c1)OCO2
    -9%	18%	0.2%	7%	2%

The main list resumes; the 3 compounds before the break are reprinted first.
The line under a structure holds: influenza NS1A	M. tuberculosis	inhibitors of VEEV	Salmonella PhoP GFP	H37Rv inhibition
28	CCCc1cc(=O)[nH]c(Nc2ccc3c(c2)OCCO3)n1
    -1%	2%	1.3%	-2%	-4%
29	Nn1c(-c2cccc(O)c2)nnc1-c1cccc(O)c1
    0%	x	0.6%	x	x
30	COCCCn1c(=NC(C)=O)c(C#N)cc2c(=O)n3cccc(C)c3nc21
    x	-4%	0.9%	-9%	6%
31	O=C(CS(=O)(=O)Cc1ccccc1)N1CCN(Cc2ccc3c(c2)OCO3)CC1
    12%	-18%	4.3%	0%	-8%
32	NS(=O)(=O)c1cc(Cl)c(Cl)c(S(N)(=O)=O)c1
    1%	-6%	0.4%	8%	-5%
33	O=C(CCN1C(=O)c2ccccc2C1=O)C1=NN[C@@H]2C(=O)N(c3ccc4c(c3)OCCO4)C(=O)[C@H]12
    x	-19%	2.0%	0%	-17%
34	CN(C)C(CNc1ccc(C(F)(F)F)cn1)c1ccccc1 (stereo not given)
    -2%	49%	1.9%	9%	-1%
35	CCOP(=O)(OCC)c1nc(/C=C/c2ccccc2)oc1NCc1ccc(OC)cc1
    -20%	41%	i	1%	12%
36	CN(c1ccc(C(=O)N2CCN(c3ccc(F)cc3)CC2)cc1)S(C)(=O)=O
    -5%	-2%	2.8%	-10%	-1%
37	COc1ccc(Cl)cc1NC(=O)c1ccccc1C
    -17%	3%	i	-17%	8%
38	CN(Cc1ccc(F)cc1)C(=O)c1cc(COc2ccc(-n3cncn3)cc2)on1
    -5%	33%	0.1%	-3%	15%
39	Cc1cc(C)c(NC(=S)NCCCSC2CCCCC2)c(C)c1
    1%	u	2.1%	14%	1%
40	COc1cc(NC(=O)c2ccc3c(c2)S(=O)(=O)N=C2CCCCCN23)cc(OC)c1
    -7%	-12%	3.0%	-2%	1%
41	CNc1nc2cc([N+](=O)[O-])c([N+](=O)[O-])cc2nc1NC
    6%	27%	i	-6%	-1%
42	COc1ccc(C(=O)N2CCN(c3cccc(Cl)c3)CC2)cc1S(=O)(=O)NC1CC1
    -4%	18%	6.4%	x	5%
43	Cc1[nH]n(C(N)=S)c(=O)c1N=Nc1ccc(S(=O)(=O)N2CCCCCC2)cc1
    -5%	-2%	i	7%	-15%
44	Cc1cc(C(=O)Nc2nncs2)oc1C
    -2%	8%	0.8%	-5%	1%
45	O=C(NNc1ccccc1[N+](=O)[O-])NC1CCCCC1
    6%	-13%	i	-1%	-3%
46	O=C(CSc1cccc[n+]1[O-])c1ccc(-c2ccccc2)cc1
    -6%	u	0.8%	14%	u
47	CCCn1c(=N)n(CC(=O)c2ccc(Cl)cc2)c2ccccc21
    0%	35%	i	-9%	21%
48	COc1cc(NC(=O)C2CC(=O)N(Cc3ccco3)C2)cc(OC)c1 (stereo not given)
    -5%	1%	3.0%	0%	-1%
49	CNC(C(=O)c1ccccc1)C(OC(C)C)c1ccc(Cl)cc1 (stereo not given)
    5%	31%	0.5%	4%	-12%
50	COC(=O)c1c(NC(NC(=O)C(C)C)C(Cl)(Cl)Cl)sc2c1CCC2 (stereo not given)
    7%	8%	9.5%	-6%	11%
51	O=c1c2ccccc2nnn1COc1cccc(Cl)c1
    -3%	75%	2.7%	3%	0%
52	CC(c1ccncn1)N(C)Cc1nc(Cc2ccccc2F)no1 (stereo not given)
    3%	-6%	0.1%	-5%	0%
53	COC(=O)CN(c1ccc(OC)cc1)S(=O)(=O)c1ccc(OC)c(OC)c1
    -5%	-18%	5.1%	-13%	-11%
54	Cc1c(N=C2C=CC(=O)c3ccccc32)c(=O)n(-c2ccccc2)n1C
    29µM*	x	11%	x	x
55	Cc1oc(-c2ccccc2)nc1C(=O)Nc1nccs1
    -9%	19%	3.6%	-4%	5%
56	COc1ccc(C(=O)NC23CC4CC(CC(C4)C2)C3)cc1OC
    -16%	11%	i	-1%	5%
57	CC(C)(C)NC(=O)C(c1ccncc1)N(C(=O)c1csnn1)c1cccc2ccccc12 (stereo not given)
    -15%	15%	0.3%	3%	4%
58	O=C(CN(Cc1ccccc1)S(=O)(=O)c1ccc(Cl)cc1)NCC1CCCO1 (stereo not given)
    0%	6%	1.2%	-6%	1%
59	COc1ccc(CNc2nn[nH]n2)cc1OC
    -5%	2%	i	5%	9%
60	COc1ccc(/C=C/C(=O)NC(=S)N2CCN(c3ccccn3)CC2)cc1OC
    7%	30%	1.4%	3%	0%
61	CN(C(=O)c1cc(S(=O)(=O)N2CCc3ccccc32)cn1C)C1CCCCC1
    -25%	18%	5.8%	-11%	-7%
62	Clc1cccc(CN2CCN(Cc3nc(CCc4ccccc4)no3)CC2)c1
    12%	46%	0.3%	5%	2%
63	COc1c(C)cc(S(=O)(=O)NC2CC(C)(C)NC(C)(C)C2)c(C)c1C
    5%	-6%	1.7%	12%	-2%
64	O=C(C[C@H]1C/C=C/CC[C@@H](Cc2ccc(F)cc2)C(=O)OC[C@H](c2ccccc2)NC1=O)NCCO
    2%	25%	0.6%	x	-3%
65	Fc1ccccc1/C=C/c1ccc2ccccc2n1
    -17%	10%	i	3%	0%
66	CCCCC1C(=O)NC(=S)NC1=O
    x	0%	x	-5%	-1%
67	COC(=O)C1=C(C)NC(=S)NC1c1ccco1 (stereo not given)
    2%	4%	0.8%	-12%	-7%
68	O=C(NC1CCCC1)C(c1ccncc1)N(C(=O)c1csnn1)C1CCCC1 (stereo not given)
    -4%	23%	i	-13%	3%
69	O=C(NCc1ccc2c(c1)OCO2)C1CCN(S(=O)(=O)c2cccs2)CC1
    3%	12%	9.4%	1%	0%
70	Cc1cccc(C(=O)NCc2nnc(SC(C)C(=O)Nc3nnc(C)s3)n2C)c1 (stereo not given)
    -4%	15%	1.1%	-5%	-6%
71	O=C1C2C3C=CC(C3=C(c3ccccc3)c3ccccc3)C2C(=O)N1Cc1ccccc1 (stereo not given)
    12%	2%	4.4%	1%	7%
72	CS(=O)(=O)N(CCc1ccccc1)CC(=O)Nc1ccccc1
    6%	-10%	0.3%	-1%	8%
73	CC(CO)(CO)NCc1ccc(-c2ccccc2)cc1
    -4%	-4%	0.8%	11%	4%
74	Cc1ccc(NC(=S)N(CCN(C)C)C(C)c2cccnc2)cc1 (stereo not given)
    -4%	-8%	1.3%	20%	-7%
75	COc1cc2cc(CCOC(=O)c3ccc(C(F)(F)F)cc3)oc(=O)c2cc1OC
    -3%	46%	2.1%	x	-2%
76	COC(=O)[C@H](C(C)C)N(Cc1ccccc1)S(=O)(=O)CCN1CCCC1
    -3%	x	i	x	x
77	COc1ccc(NC(=O)CCC2COc3ccccc3O2)c(OC)c1 (stereo not given)
    -4%	7%	0.9%	-4%	0%
78	Cc1ccccc1S(=O)(=O)N1[C@@H](c2ccc(Cl)cc2)C(C(=O)O)=CC[C@H]1c1ccc(Cl)cc1
    -8%	32%	1.2%	x	0%
79	O=Cc1cc(-c2ccccc2)[nH]c1-c1ccccc1
    2%	13%	1.6%	-5%	-9%
80	CC1(C)CC(=O)C(C=NCCCN2CCCC2=O)=C(O)C1
    4%	-8%	0.3%	8%	6%
81	CCOc1ccc(C(C)=O)cc1CN1C(=O)c2ccccc2S1(=O)=O
    1%	7%	2.4%	8%	-1%
82	Cc1cccc2sc(NC(=O)CN3C(=O)NC4(CCCC4)C3=O)nc12
    -13%	22%	7.8%	-1%	2%
83	CCCc1nnc(NC(=O)CCC(=O)O)s1
    27%	-9%	0.4%	x	-6%
84	CCOC(=O)N1CCN(Cc2nc(N)nc(Nc3ccc(OC)cc3)n2)CC1
    -5%	27%	3.0%	-1%	-10%
85	C=CCn1c(C)nnc1SCC(=O)c1c(N)n(C2CC2)c(=O)[nH]c1=O
    -7%	x	2.9%	x	x
86	O=C(NCCCCc1ccccc1)C12CN(Cc3ccccc3)CC1C(c1ccc([N+](=O)[O-])cc1)=NO2 (stereo not given)
    -1%	8%	i	-16%	13%
87	CCNc1nc(NCC)n2c(SCC(=O)Nc3ccc(F)cc3)nnc2n1
    -9%	1%	4.7%	7%	-10%
